# mHTT-CaM PPI inh – inhibitors of human mutant huntingtin-calmodulin interaction; P42858; AlphaScreen His-mHTT/GST-CaM binding, luminescence; actives 3.6% (n = 190,000); inhibition, % at 15 µM;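 also: 0% = both proteins with DMSO and 100% = one protein alone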
# Target sequence (P42858 whole entry, looked up, stated change not applied): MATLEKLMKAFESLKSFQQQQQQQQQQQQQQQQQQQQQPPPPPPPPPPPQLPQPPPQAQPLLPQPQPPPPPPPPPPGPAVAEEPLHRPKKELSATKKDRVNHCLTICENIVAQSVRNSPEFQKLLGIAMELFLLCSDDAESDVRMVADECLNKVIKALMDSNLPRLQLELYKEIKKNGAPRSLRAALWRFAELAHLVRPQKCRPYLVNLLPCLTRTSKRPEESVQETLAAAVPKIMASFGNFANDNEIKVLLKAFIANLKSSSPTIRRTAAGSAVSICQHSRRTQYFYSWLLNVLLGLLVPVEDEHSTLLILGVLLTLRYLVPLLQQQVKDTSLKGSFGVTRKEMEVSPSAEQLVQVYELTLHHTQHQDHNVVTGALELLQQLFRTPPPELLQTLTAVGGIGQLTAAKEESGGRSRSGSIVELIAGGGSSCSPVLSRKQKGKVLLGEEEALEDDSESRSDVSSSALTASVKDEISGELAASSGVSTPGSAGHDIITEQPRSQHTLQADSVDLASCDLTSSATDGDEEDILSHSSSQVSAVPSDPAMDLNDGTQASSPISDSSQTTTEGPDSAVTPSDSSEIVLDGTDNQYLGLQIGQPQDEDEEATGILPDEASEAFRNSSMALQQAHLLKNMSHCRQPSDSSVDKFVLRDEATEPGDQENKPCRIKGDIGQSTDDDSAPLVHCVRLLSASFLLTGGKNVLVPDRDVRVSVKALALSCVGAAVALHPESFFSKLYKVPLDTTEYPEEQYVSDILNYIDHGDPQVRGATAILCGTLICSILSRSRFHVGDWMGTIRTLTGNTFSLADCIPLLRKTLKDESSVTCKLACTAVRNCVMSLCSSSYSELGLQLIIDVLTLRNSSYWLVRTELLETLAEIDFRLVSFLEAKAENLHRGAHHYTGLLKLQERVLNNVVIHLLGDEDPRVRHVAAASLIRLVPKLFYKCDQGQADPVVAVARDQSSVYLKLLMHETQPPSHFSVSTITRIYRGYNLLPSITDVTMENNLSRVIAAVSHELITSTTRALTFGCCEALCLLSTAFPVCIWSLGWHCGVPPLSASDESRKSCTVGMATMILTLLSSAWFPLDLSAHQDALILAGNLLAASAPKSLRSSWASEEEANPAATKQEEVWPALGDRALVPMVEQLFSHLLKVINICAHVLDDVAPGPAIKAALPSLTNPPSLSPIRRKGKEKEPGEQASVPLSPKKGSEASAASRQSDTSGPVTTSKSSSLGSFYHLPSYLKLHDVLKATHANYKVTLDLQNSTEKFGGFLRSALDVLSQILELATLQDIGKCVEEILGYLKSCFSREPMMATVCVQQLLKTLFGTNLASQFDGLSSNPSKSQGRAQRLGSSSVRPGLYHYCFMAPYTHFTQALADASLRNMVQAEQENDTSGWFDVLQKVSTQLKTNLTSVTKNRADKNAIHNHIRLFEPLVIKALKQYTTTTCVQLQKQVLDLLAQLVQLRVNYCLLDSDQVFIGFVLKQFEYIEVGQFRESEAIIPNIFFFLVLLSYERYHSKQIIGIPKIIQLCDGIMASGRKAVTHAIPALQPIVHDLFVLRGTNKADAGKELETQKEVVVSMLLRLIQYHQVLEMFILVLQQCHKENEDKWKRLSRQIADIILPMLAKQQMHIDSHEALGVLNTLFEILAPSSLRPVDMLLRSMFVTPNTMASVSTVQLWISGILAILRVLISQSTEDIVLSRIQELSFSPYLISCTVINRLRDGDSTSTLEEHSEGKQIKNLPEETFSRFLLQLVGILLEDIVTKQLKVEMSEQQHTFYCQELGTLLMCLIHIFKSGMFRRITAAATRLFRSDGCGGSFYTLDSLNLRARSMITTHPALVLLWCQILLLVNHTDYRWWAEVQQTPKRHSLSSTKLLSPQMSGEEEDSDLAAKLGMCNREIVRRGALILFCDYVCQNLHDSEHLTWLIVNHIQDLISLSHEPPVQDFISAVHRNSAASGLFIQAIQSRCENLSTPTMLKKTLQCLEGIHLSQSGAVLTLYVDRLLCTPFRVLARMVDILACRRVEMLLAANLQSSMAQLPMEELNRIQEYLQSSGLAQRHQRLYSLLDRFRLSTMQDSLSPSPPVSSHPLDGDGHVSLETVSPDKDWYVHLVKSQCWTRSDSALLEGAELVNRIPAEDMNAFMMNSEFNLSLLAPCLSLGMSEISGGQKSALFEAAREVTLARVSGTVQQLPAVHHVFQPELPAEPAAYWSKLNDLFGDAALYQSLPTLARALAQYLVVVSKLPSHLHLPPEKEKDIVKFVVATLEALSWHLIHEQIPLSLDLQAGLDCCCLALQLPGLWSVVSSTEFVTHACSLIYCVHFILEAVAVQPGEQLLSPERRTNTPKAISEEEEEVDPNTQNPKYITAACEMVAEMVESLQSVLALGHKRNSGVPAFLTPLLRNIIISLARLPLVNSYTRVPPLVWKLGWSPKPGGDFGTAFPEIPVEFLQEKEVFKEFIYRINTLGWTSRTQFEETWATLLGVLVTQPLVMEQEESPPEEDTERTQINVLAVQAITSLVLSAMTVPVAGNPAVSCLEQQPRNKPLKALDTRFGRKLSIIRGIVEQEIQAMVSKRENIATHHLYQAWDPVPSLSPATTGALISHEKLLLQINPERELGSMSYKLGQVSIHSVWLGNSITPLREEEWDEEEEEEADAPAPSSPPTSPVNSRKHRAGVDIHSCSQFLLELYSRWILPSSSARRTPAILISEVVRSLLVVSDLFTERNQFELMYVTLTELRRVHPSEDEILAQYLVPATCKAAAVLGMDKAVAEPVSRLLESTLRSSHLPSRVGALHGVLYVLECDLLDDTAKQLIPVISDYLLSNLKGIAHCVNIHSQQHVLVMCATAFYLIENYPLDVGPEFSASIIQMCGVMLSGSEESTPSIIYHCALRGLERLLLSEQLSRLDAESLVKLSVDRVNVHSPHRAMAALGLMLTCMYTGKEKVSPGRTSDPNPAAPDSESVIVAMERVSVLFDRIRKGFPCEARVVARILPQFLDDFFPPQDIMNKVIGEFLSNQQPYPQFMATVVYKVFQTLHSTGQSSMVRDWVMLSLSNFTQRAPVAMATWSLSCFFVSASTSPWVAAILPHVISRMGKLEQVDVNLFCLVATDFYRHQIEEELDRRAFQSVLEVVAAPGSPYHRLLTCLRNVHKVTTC
# Pf apPOL block – Pf-apPOL DNA polymerase inhibition. inhibition, % at 10 µM. Recombinant Pf-apPOL, molecular beacon fluorescence, 1.5 h. actives 0.25% (n = 210,000). AID 1794808
# Starred values were filed as active, the others as inactive; nt = no result given; & = joins results of further samples. Rule as the data show it: active = inhibition above about 50%; inactive = the rest.
item	SMILES	mHTT-CaM PPI inh	Pf apPOL block
1	COc1ccc(/C=C2\OC(=O)c3c2cc(C)[nH]c3=O)cc1	1	-4
2	COc1ccccc1NS(=O)(=O)c1ccc(NC(C)=O)cc1	-4	-5
3	Cc1ccc2nc(NC(=O)CSc3nc(C)cc(=O)[nH]3)sc2c1	5	-5
4	Cc1ccc(/C=C2\N=C(c3ccc([N+](=O)[O-])cc3Cl)OC2=O)cc1	-3	0
5	COc1ccc(NC(=O)C(=O)NCCN2CCN(C(=O)c3ccc(OC)cc3)CC2)cc1	4	-5
6	CC1(C(=O)Nc2ccc(F)c(Cl)c2)Oc2cccnc2NC1=O (stereo not given)	-10	-5
7	O=C(c1ccc2cc[nH]c2c1)N1CCC(c2nc(C3CC3)n[nH]2)CC1	10	3
8	O=C(Cc1ccccc1F)N1CCCC(c2ccnc(Nc3ccccc3)n2)C1 (stereo not given)	86*	-2
9	O=c1c(=Cc2cccc([N+](=O)[O-])c2)sc2nc(-c3ccncc3)nn12	1	5
10	Cc1ccccc1CS(=O)(=O)Cc1ccc(C(=O)NCc2ccc(F)cc2)o1	9	-8
11	O=C1CC(c2noc(C3CC3)n2)CN1c1ccc(F)cc1 (stereo not given)	-3	-3
12	CCOc1ccccc1C1C(=C(O)c2ccc(OC)cc2C)C(=O)C(=O)N1CCCOC (stereo not given)	31	-12
13	COc1ccccc1CC(=O)N1CCCC1c1cc(C(C)C)no1 (stereo not given)	0	-2
14	O=C(Nc1ccc(F)cc1)N1CCCC1c1nc(-c2ccc(F)cc2F)no1 (stereo not given)	-5	-2
15	Cc1nn(-c2cccc(Cl)c2)c(C)c1-c1cccc([N+](=O)[O-])c1	26	-4
16	O=C1N/C(=C\c2ccc(Br)cc2)C(=O)N1Cc1ccc(Cl)cc1	1	-2
17	Cc1cccc(C(=O)N2CCN(c3ccc([N+](=O)[O-])c(-n4nc(C)cc4C)c3)CC2)c1	29	-11
18	COc1ccc(C2C3=C(Nc4ncnn42)c2ccccc2OC3c2ccccc2OC)cc1 (stereo not given)	23	-5
19	CCCC(=O)Nc1ccc(NC(=O)c2ccccc2)cc1	-8	-1
20	O=C(NC1CCCCC1)O[C@@H]1C[C@H]2C[C@@H]1[C@H]1CCCCN1C2	4	-8

# As entered above.
# compound 13 @ Pf apPOL block: -2
# compound 14 @ mHTT-CaM PPI inh: -5
# compound 20 @ mHTT-CaM PPI inh: 4

# (next part)
item	SMILES	mHTT-CaM PPI inh	Pf apPOL block
21	CCOc1ccccc1N1CCN(C(C)=O)C(C)C1=O (stereo not given)	-7	2
22	CCOc1cc(OCC)cc(C(=O)Nc2cccc([N+](=O)[O-])c2)c1	2	0
23	CN(C)C(=O)C=Cc1ccccc1	nt	-2
24	Clc1ccc2c(c1)C(N1CCNCC1)=Nc1ccccc1O2	nt	-7
25	COc1ccc(S(=O)(=O)CCc2nc3ccccc3n2CC(=O)O)cc1	-3	-45
26	CC(=O)N1CCN(CC(=O)N2N=C(c3ccccc3)CC2c2ccccc2)CC1 (stereo not given)	4	-1
27	COc1ccccc1C(=O)NCC1Cc2cc(F)cc(F)c2O1 (stereo not given)	-6	-7
28	Cc1ccnc(N2CCC(C(=O)NCc3ccccc3Cl)CC2)n1	-7	0
29	Cc1ccc(C2=Nc3cccnc3N(CC(=O)Nc3cccc(Cl)c3)C(=O)C2)cc1	-2	4
30	NC1(C(=O)O)CCc2cc(C(=O)O)ccc21 (stereo not given)	nt	21
31	Cc1cc(Cl)ccc1OCC(=O)Nc1sc(C)c(C)c1C(N)=O	1	0
32	Cc1ccc(S(=O)(=O)NC(=O)C(Cl)Cl)cc1	-4	-4
33	CC(C)COc1ccc(-c2nc3s/c(=C\c4cccs4)c(=O)n3n2)cc1	-1	-2
34	COc1ccc(NC(=O)N2CCn3cccc3C2C(C)C)cc1OC (stereo not given)	11	-4
35	CC(C)(C)N1C(=O)c2ccc(C(=O)Nc3cccnc3)cc2C1=O	7	1
36	COc1ccc(C2=C/C(=C\c3ccccc3)C(=O)O2)cc1	-17	-17
37	O=C1OC(c2ccccc2[N+](=O)[O-])=N/C1=C/c1ccccc1[N+](=O)[O-]	0	3
38	CCCCCCCCOC(=O)c1ccc2c(c1)C(=O)NC2=O	3	-5
39	C=CCOc1ccc(C2C(C(=O)c3ccco3)=C(O)C(=O)N2c2cc(C)on2)cc1 (stereo not given)	-1	1
40	O=S(=O)(c1ccc(Br)cc1)n1cccn1	-9	0
41	Cc1cc(C(N)=NOC(=O)c2cccs2)c(-c2ccccc2)o1	nt	-9&0
42	Cc1cccc(NC(=O)c2ccc(Cl)cc2)c1	-20	-3
43	CCN1CCN(C(=O)C2(c3ccc(NC(=O)C4CC4)cc3)CCCCC2)CC1	10	-5
44	O=[N+]([O-])c1cc([N+](=O)[O-])c2cnn(-c3ccccc3)c2c1	16	-6
45	O=C(Oc1ccc(Cl)cc1Cl)c1csc(-c2ccc3nonc3c2)n1	nt	1
46	CCCOC(=O)C1C2C=CC3(CN(Cc4ccccc4)C(=O)C13)O2 (stereo not given)	2	-2
47	O=C(Nc1cccnc1)c1nnc(N2CCCCC2)c2ccccc12	16	3
48	O=S1(=O)c2ccc(N3CCN(Cc4ccccc4F)CC3)cc2Oc2ccccc2CN1Cc1cn(Cc2ccccc2C(F)(F)F)nn1	7	1
49	O=C(COc1ccc(Cl)cc1)NCc1ccccc1	-18	-5
50	C=CCOc1ccccc1/C=C1/C(=O)N(c2ccccc2)N=C1C	14	-6
51	N#Cc1ccccc1CN1CCC(c2nnc(-c3ccco3)s2)CC1	1	8
52	CCOc1ccccc1N1CCN(C(=O)c2ccc(OC)cc2)C(C)C1=O (stereo not given)	-27	-2
53	Cc1ccc(C2CC(C(F)(F)F)n3nc(C(=O)NC(C)C)cc3N2)cc1 (stereo not given)	1	-4
54	O=C(CSc1nc2c(c(=O)n1-c1ccc(Cl)cc1)SCC2)NCc1ccco1	4	6
55	O=C(CN1C(=O)c2ccccc2S1(=O)=O)NCC1CCCO1 (stereo not given)	-4	4
56	CCc1ccc(OCC(=O)Oc2ccc(C(C)=O)cc2)cc1	11	-8
57	COc1cc(OC)c2ccc(=O)oc2c1C(CC(=O)N1CCCC1)c1ccc(N(C)C)cc1 (stereo not given)	39	-3
58	O=C1CSC(c2ccccc2)N1CC12CC3CC(CC(O)(C3)C1)C2 (stereo not given)	20	-3
59	COc1cccc(C(=O)N2CCC(C(=O)NCc3csc(-c4cccs4)n3)CC2)c1	1	-1
60	Cc1c(NC(=O)c2ccco2)cccc1-c1nc2ncccc2o1	3&0	1&0
61	O=C(C=CC1=Cc2ccccc2OC1)c1cccc(O)c1	19	-5
62	Cn1c(C2CCN(S(=O)(=O)c3cc(F)cc(F)c3)CC2)cc(=O)n2nccc12	14	-1
63	c1ccc(OCC2CN(Cc3cccs3)CCO2)cc1 (stereo not given)	-9	-4
64	COc1ccc(N(C(C)=O)c2nc3ccccc3[nH]2)cc1	-9	1
65	O=C(CSc1ccccc1)N1CCN(c2cccc(Cl)c2)CC1	2	-5
66	Cc1cc(C)cc(S(=O)(=O)N2CCC3(CC2)NCCN=C3NC2CCCC2)c1	-3	0
67	CC1CCC(NC(=O)C2CCCN(c3cnn(C)c(=O)c3)C2)CC1 (stereo not given)	-4	2
68	O=C(c1cccs1)N1CCc2ccc(NC(=O)C3(c4ccccc4)CCOCC3)cc21	-2	-1
69	N#Cc1c(C(F)(F)F)cc(=O)[nH]c1S	-2	nt
70	COc1ccc(CNc2cccc(F)c2)c(OC)c1	-13	-4

# (further entries)
item	SMILES	mHTT-CaM PPI inh	Pf apPOL block
71	CN(n1cnc2ccsc2c1=O)S(=O)(=O)c1ccc(Cl)cc1	nt	-6
72	O=C(Cc1ccc(Cl)cc1)Nc1ccc([N+](=O)[O-])cc1Cl	3	-1
73	O=C(CCN1C(=O)c2ccccc2C1=O)NCc1ccccc1Cl	-6	-8
74	COC(=O)c1ccc(NC(=O)c2csc(Nc3ccc(S(C)(=O)=O)cc3)n2)cc1	1	1
75	Cc1cc(=O)[nH]c(SCC(=O)Nc2ccc(Cl)cc2)n1	-4	-1
76	O=C(O)c1nccnc1C(=O)NC1CCN(Cc2c(F)cccc2Cl)CC1	nt	5
77	O=C(Nc1ccc(N2CCOCC2)cc1)C1CCCN(c2nnc3ccccn23)C1 (stereo not given)	3	-2
78	COc1ccc(CNC(=O)c2ccc3[nH]c4c(c3c2)CN(C(C)=O)CC4)c(OC)c1	51*	-3
79	CSc1ccccc1C(=O)NCC1CCN(C(=O)c2ccccc2F)CC1	-13	-2
80	Cc1c(Cl)c([N+](=O)[O-])nn1CCCC(=O)Nc1cccnc1	2	-3
81	Nc1ccc2c(c1)C1C=CCC1C(c1ccc([N+](=O)[O-])cc1)N2 (stereo not given)	98*	-3
82	CCCCNC(=O)C1CCN(Cc2cn(C)c3ccc(Cl)cc23)CC1	-6	0
83	COc1ccccc1-c1nc(C2CCN(C(=O)c3cccc4[nH]ccc34)CC2)no1	10	-5
84	Cc1ccc2[nH]c(=O)c(CCC(=O)N3CCCC3)cc2c1	-4	-4
85	O=C(NCCCc1ccccc1)C1CCCN(C(=O)c2cccc(Cl)c2)C1 (stereo not given)	37	2
86	O=C(NCC1(O)CCc2ccccc21)Nc1cccs1 (stereo not given)	8	0
87	c1ccc(CSc2nnc3nc4c5ccccc5c5ccccc5c4nn23)cc1	nt	-10
88	FC(F)(F)c1cc(-c2ccco2)nc(-n2cnc3ccccc32)n1	-6	4
89	Cc1nn(-c2ccc(S(N)(=O)=O)cc2)c(C)c1-c1ccc(Cl)c(Cl)c1	37	-3
90	CN(C)S(=O)(=O)NCC1CN(c2ccccc2)C(=O)O1 (stereo not given)	-20	-4
91	Cc1c(C)c(C)c(C(=O)c2ccccc2C(=O)NN)c(C)c1C	nt	-15
92	O=C(NNc1nc(-c2cccs2)ns1)c1ccc(Cl)cc1	nt	-22
93	O=C(NCCN1CCOCC1)C1c2ccccc2CC(=O)N1Cc1ccccc1 (stereo not given)	2	-1
94	Cc1cc(C2CCCN2C(=O)c2ccccc2C)no1 (stereo not given)	-2	-5
95	CCOC(=O)NN=Cc1csnn1	nt	-7
96	CC1(C)CC(=O)c2c(cc(N3CCOCC3)c3[nH]c4ccccc4c23)C1	-7	8
97	O=C(Nc1ccc(OC(F)(F)F)cc1)OC(Cc1ccccc1)C(F)(F)F (stereo not given)	nt	-7
98	Cc1cc(C)nc(NS(=O)(=O)c2ccc(NC(=O)c3cc(Cl)sc3Cl)cc2)n1	12	-1
99	NC(C(=O)O)c1cccc(Br)c1 (stereo not given)	-3&-23	1&-4
100	O=C(/C=C/c1cc(Br)cs1)Nc1cccc(C(F)(F)F)c1	-19	1
101	CCN(CCN(C)C)C1CCC(C)CC1 (stereo not given)	-3	3
102	O=C(COc1cccc(Cl)c1)N1CCc2nc3cc[nH]n3c(=O)c2C1	3	0
103	O=C(CN1CCOCC1)N1CCCC2(C1)Nc1ccccc1NC2=NCc1ccccc1 (stereo not given)	91*	-8
104	CC(=O)N1CCc2cc(S(=O)(=O)NCCCn3nc(-c4ccco4)ccc3=O)ccc21	15	18
105	O=C(NCc1ccc(F)cc1F)C1CCc2nc(N3CCOCC3)ncc2C1 (stereo not given)	2	-3
106	COCCN(CCOC)Cc1c(O)ccc2c1OC(=Cc1cccnc1)C2=O	0	-4
107	C=CCNC(=O)c1nnn(Cc2ccc(Cl)cc2)c1-n1cccc1	22	-8
108	CCC(Sc1nc(N)cc(=O)[nH]1)C(=O)Nc1ccc(Cl)cn1 (stereo not given)	2&-3	7&4
109	CCc1ccccc1NC(=O)C1CCN(c2c(C#N)cnc3ccccc23)CC1	8	-6
110	O=C(Nc1ccc(S(=O)(=O)Nc2cccc(F)c2)cc1)c1ccc([N+](=O)[O-])cc1	18	0

# Screen by screen, from the results shown:
# Nos. 102 to 108 in Pf apPOL block, in turn: 0, -8, 18, -3, -4, -8, 7&4
# Nos. 102 to 108 in mHTT-CaM PPI inh, in turn: 3, 91*, 15, 2, 0, 22, 2&-3

# Complete entries from above:
# O=S(=O)(c1ccc(Br)cc1)n1cccn1 is entered as mHTT-CaM PPI inh: -9; Pf apPOL block: 0
# O=C(Nc1ccc(F)cc1)N1CCCC1c1nc(-c2ccc(F)cc2F)no1 (stereo not given) is entered as mHTT-CaM PPI inh: -5; Pf apPOL block: -2
# CC(=O)N1CCN(CC(=O)N2N=C(c3ccccc3)CC2c2ccccc2)CC1 (stereo not given) is entered as mHTT-CaM PPI inh: 4; Pf apPOL block: -1

# Returning to the listing, starting five compounds before the break.
item	SMILES	mHTT-CaM PPI inh	Pf apPOL block
106	COCCN(CCOC)Cc1c(O)ccc2c1OC(=Cc1cccnc1)C2=O	0	-4
107	C=CCNC(=O)c1nnn(Cc2ccc(Cl)cc2)c1-n1cccc1	22	-8
108	CCC(Sc1nc(N)cc(=O)[nH]1)C(=O)Nc1ccc(Cl)cn1 (stereo not given)	2&-3	7&4
109	CCc1ccccc1NC(=O)C1CCN(c2c(C#N)cnc3ccccc23)CC1	8	-6
110	O=C(Nc1ccc(S(=O)(=O)Nc2cccc(F)c2)cc1)c1ccc([N+](=O)[O-])cc1	18	0
111	CC(C)NC(=O)N1CC(c2nc(-c3ccc(F)cc3)no2)C2(CCOCC2)C1 (stereo not given)	1	-6
112	CC(C)(C)c1cccc(NC(=O)C2CCc3nc(N4CCOCC4)ncc3C2)c1 (stereo not given)	4	-4
113	CCCn1ncc(N2CCC(C(=O)Nc3ccc(OC)c(OC)c3)CC2)cc1=O	13	-4
114	CCOc1cc(/C=c2\sc3nc4ccccc4n3c2=O)cc(Br)c1O	22	8
115	COc1ccc2cc3cc(C(=O)Nc4cccc(C(F)(F)F)c4)oc3nc2c1	8	7
116	CCOc1ccccc1C=C1Oc2cc(OS(C)(=O)=O)ccc2C1=O	3	-5
117	N=c1c(C(=O)NCCc2ccccc2)cc2c(=O)n3ccccc3nc2n1Cc1ccco1	52*	-17
118	COc1ccc(Cl)cc1S(=O)(=O)N(C)CC1(C)CCOCC1	-4	-7

# Screening results as filed in PubChem BioAssay.

# These rows are one share of the data; rates above refer to the full screens.
